# MPTP inh – blocks calcium-induced mitochondrial swelling | isolated mouse mitochondria, Ca2+ swelling absorbance, 30 min | inhibition, % at 10 µM | hit rate 1.4% among 360,000 | AID 602449;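 active means inhibition of 50% or more, scaled per plate between neutral and stimulator controls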;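 further: 0% = DMSO wells given calcium and 100% = 1 mM EGTA wells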
# SENP7 inh – inhibitors of human SENP7 protease. Q9BQF6. recombinant SENP7, Z-RLRGG-aminoluciferin luminescence, 40 min. inhibition, % at 5 µM. hit rate 1.5% among 330,000. AID 434973;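 active means inhibition above about 50% at the single test dose, limit read from the data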;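 further: plate controls were DMSO with enzyme for no effect and no enzyme buffer wells for full effect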
# SENP8 inh – blocks human SENP8 cleavage of Nedd8 substrate. Q96LD8. recombinant SENP8, Nedd8 substrate fluorescence. inhibition, % at 20 µM. hit rate 0.64% among 360,000. AID 602440; in the data active means inhibition mostly above about 40%, no sharp cut-off; inactive means mostly below about 27%
# Target sequence (Q96LD8 whole entry, looked up): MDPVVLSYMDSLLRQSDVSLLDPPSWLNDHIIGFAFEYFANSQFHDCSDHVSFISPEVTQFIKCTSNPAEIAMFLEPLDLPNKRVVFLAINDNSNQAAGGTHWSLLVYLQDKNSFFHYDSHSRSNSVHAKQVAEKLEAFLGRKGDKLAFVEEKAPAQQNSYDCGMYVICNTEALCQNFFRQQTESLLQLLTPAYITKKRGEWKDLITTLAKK
# GRIN3A LBD mod – modulators (binders) of human NR3A ligand-binding domain | AID 1259313 | NR3A LBD differential scanning fluorimetry, Tm shift; 0% = protein alone, 100% = glycine-bound protein | hit rate 2.5% among 340,000 | Tm shift relative to glycine control, % at 25 µM;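 active means melting temperature shift of at least 10% of the positive control shift, at one fixed dose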
# HKDC1 inhibitor – inhibitors of human hexokinase HKDC1; Q2TB90; recombinant HKDC1, G6PDH/diaphorase resazurin coupled fluorescence; inhibition, % at 20 µM; hit rate 0.16% among 340,000; AID 493160;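 active means inhibition above about 35% when tested at 20 µM, limit read from the data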;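 further: plate controls were DMSO wells with enzyme for no effect and DMSO wells lacking enzyme for full effect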
#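 Material – in-house recombinant HK5 (HKDC1) enzyme · Quantity – HKDC1 at 5 µg/mL · Buffer or medium – pH 8.0 Tris buffer with 10 mM MgCl2 · Reagent – glucose with 1 mM ATP · Dosing – single 20 µM dose · Times – reaction time 90 min, room temperature, protected from light · Technique – resorufin fluorescence at 613 nm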
# SENP6 block – blocks the human protease SENP6 | Recombinant SENP6 catalytic domain, aminoluciferin luminescence | inhibition, % at 10 µM | Q9GZR1 | hit rate 1.8% among 330,000 | AID 2599;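 active means inhibition above about 50% at the single tested dose, limit read from the data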;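 further: plate controls were DMSO wells with enzyme for no effect and DMSO wells lacking enzyme for full effect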
# Target sequence (Q9GZR1 628-1112 limits assumed): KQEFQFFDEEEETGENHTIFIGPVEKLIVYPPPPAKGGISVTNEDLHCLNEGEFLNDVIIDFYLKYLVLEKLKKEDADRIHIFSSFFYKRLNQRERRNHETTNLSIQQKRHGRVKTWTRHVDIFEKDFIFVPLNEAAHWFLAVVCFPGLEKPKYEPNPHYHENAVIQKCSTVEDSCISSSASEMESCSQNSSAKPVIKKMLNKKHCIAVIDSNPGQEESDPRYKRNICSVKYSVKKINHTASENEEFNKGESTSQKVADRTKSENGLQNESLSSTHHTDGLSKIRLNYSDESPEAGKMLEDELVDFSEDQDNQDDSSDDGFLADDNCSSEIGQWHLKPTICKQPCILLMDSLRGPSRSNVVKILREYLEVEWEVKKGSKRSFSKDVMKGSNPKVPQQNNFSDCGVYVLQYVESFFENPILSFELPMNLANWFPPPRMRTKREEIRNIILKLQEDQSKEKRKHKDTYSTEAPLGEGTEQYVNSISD
# PfGluPho inh – PfG6PD (Plasmodium falciparum) enzyme inhibition. PfGluPho enzyme, NADPH resazurin-diaphorase fluorescence. inhibition, % at 20 µM. hit rate 0.78% among 350,000;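 active means inhibition reaching at least a set limit at 20 µM in the primary screen, cut at about 59% in these data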;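 further: 0% = DMSO wells with substrate and 100% = DMSO wells lacking glucose-6-phosphate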
# ATG4B inhibitor – ATG4B (human) cysteine protease inhibition | Q9Y4P1 | ATG4B cleavage of LC3-PLA2, NBD-HPC fluorescence, 1 h | inhibition, % at 8.33 µM | hit rate 0.51% among 340,000 | AID 504462; in the data active means inhibition above about 40%
# Target sequence (Q9Y4P1 whole entry, looked up): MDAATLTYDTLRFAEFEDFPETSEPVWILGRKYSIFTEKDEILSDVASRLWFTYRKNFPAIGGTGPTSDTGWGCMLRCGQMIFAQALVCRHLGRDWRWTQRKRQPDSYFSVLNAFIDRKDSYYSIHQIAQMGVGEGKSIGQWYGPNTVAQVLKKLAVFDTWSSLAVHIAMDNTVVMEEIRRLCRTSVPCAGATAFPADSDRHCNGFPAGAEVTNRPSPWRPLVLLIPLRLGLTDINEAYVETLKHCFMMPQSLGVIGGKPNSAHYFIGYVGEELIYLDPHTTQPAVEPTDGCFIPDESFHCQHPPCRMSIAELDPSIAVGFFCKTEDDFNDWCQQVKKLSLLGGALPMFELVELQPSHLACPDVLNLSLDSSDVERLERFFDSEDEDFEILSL
# An asterisk follows results filed as active; . = no result given.
SMILES,MPTP inh,SENP7 inh,SENP8 inh,GRIN3A LBD mod,HKDC1 inhibitor,SENP6 block,PfGluPho inh,ATG4B inhibitor
CCC(=NCCc1c(C)[nH]c2ccc(C)cc12)C1=C(O)CC(c2ccccc2)CC1=O (centres undefined),0.7,4,17,-6,-10,-5,12,33
CC(=O)Nc1ccc(OCC(=O)c2cc(C)ccc2C)cc1,-0.2,-5,20,1,-4,-15,-15,-6
C[C@@]12C(=O)N(c3ccc(C(F)(F)F)cc3)C(=O)N1[C@@H]1c3ccccc3OC[C@@H]1[C@H]2c1ccccc1,5.8,-7,22,-1,0,8,5,-3
Cc1nc(C/C(=N\N)c2ccc(O)cc2O)cs1,-0.2,-3,19,1,3,6,3,-3
CCN(CC)C(=O)c1oc2ccc(S(=O)(=O)N3CCCCCC3)cc2c1C,7.7,7,5,-19,-15,6,-17,3
Cc1ccc(NC(=O)c2ccc(OCC3CCCO3)cc2)nc1 (centres undefined),-1.7,-14,-3,-1,-1,-6,1,1
C[C@H]1CN(S(=O)(=O)c2c(F)cccc2F)CCN1S(=O)(=O)c1ccc2c(c1)OCCO2,-1.0,6,16,11*,-4,-3,10,1
COc1ccc(S(=O)(=O)N(C)C[C@@H]2Oc3c(NS(=O)(=O)c4cn(C)cn4)cccc3C(=O)N([C@@H](C)CO)C[C@@H]2C)cc1,-1.9,-7,-11,0,-5,-23,-15,-2
O=C(NCc1cccnc1)c1cccs1,-1.6,2,1,0,-6,6,-1,-7
Cc1ccc(OCC(=O)Nc2ccc(N3CCN(C(=O)c4ccco4)CC3)cc2)cc1,13,-9,9,-4,1,-15,-1,-6

# 4 of these compounds, reformatted:
CCC(=NCCc1c(C)[nH]c2ccc(C)cc12)C1=C(O)CC(c2ccccc2)CC1=O (centres undefined)
  MPTP inh: 0.7	SENP7 inh: 4	SENP8 inh: 17	GRIN3A LBD mod: -6	HKDC1 inhibitor: -10	SENP6 block: -5	PfGluPho inh: 12	ATG4B inhibitor: 33
CC(=O)Nc1ccc(OCC(=O)c2cc(C)ccc2C)cc1
  MPTP inh: -0.2	SENP7 inh: -5	SENP8 inh: 20	GRIN3A LBD mod: 1	HKDC1 inhibitor: -4	SENP6 block: -15	PfGluPho inh: -15	ATG4B inhibitor: -6
CCN(CC)C(=O)c1oc2ccc(S(=O)(=O)N3CCCCCC3)cc2c1C
  MPTP inh: 7.7	SENP7 inh: 7	SENP8 inh: 5	GRIN3A LBD mod: -19	HKDC1 inhibitor: -15	SENP6 block: 6	PfGluPho inh: -17	ATG4B inhibitor: 3
COc1ccc(S(=O)(=O)N(C)C[C@@H]2Oc3c(NS(=O)(=O)c4cn(C)cn4)cccc3C(=O)N([C@@H](C)CO)C[C@@H]2C)cc1
  MPTP inh: -1.9	SENP7 inh: -7	SENP8 inh: -11	GRIN3A LBD mod: 0	HKDC1 inhibitor: -5	SENP6 block: -23	PfGluPho inh: -15	ATG4B inhibitor: -2

# (more compounds)
SMILES,MPTP inh,SENP7 inh,SENP8 inh,GRIN3A LBD mod,HKDC1 inhibitor,SENP6 block,PfGluPho inh,ATG4B inhibitor
O=C(CN1CCCCC1)Nc1cc(Cl)ccc1Oc1ccccc1,0.9,3,3,1,-6,-7,-24,18
Cc1ccc(NC(=O)CCNS(=O)(=O)c2ccc3c(c2)CCC(=O)N3)cc1,-1.9,-6,12,3,-4,-8,-10,3
COCCNc1nc(SCc2ccccc2)nc2sc3c(c12)CCC3,7.1,-7,-153,-12,5,9,15,46*
Cc1onc(-c2c(Cl)cccc2Cl)c1NC(=O)NC1CCSC1 (centres undefined),0.1,1,21,-1,-4,-15,4,-5
CC1=C(C(=O)Nc2cccc(C)c2C)C(c2cccs2)NC(=S)N1 (centres undefined),-1.1,-1,2,-5,-4,6,-5,-10
Cn1cc(S(=O)(=O)Nc2ccc(F)c(Cl)c2)c(=O)n(C)c1=O,-1.6,-3,-2,1,-2,-14,-1,-10
C=CCOc1cccc(/C=C2\C(=O)N(Cc3ccc(C)cc3)C(C)=C2C(=O)OC)c1,4.7,5,11,4,17,-13,20,-11
CC1=NN(C(=O)c2ccccc2Br)C(O)(c2cccnc2)C1 (centres undefined),-0.4,2,18,-1,-4,-2,13,-19
NS(=O)(=O)c1ccc(O)c(NC(=O)c2ccc([N+](=O)[O-])o2)c1,1.1,8,22,1,-10,26,78*,-7
COc1cccc(C(=O)Nc2cccc3cccnc23)c1OC,1.4,-19,-3,2,-4,-15,2,-7

# Just MPTP inh and PfGluPho inh, for 2 of the compounds above:
SMILES	MPTP inh	PfGluPho inh
O=C(CN1CCCCC1)Nc1cc(Cl)ccc1Oc1ccccc1	0.9	-24
O=C(NCc1cccnc1)c1cccs1	-1.6	-1

# Some of the entries so far, as tab-separated lines.
SMILES	MPTP inh	SENP7 inh	SENP8 inh	GRIN3A LBD mod	HKDC1 inhibitor	SENP6 block	PfGluPho inh	ATG4B inhibitor
CC1=C(C(=O)Nc2cccc(C)c2C)C(c2cccs2)NC(=S)N1 (centres undefined)	-1.1	-1	2	-5	-4	6	-5	-10
Cn1cc(S(=O)(=O)Nc2ccc(F)c(Cl)c2)c(=O)n(C)c1=O	-1.6	-3	-2	1	-2	-14	-1	-10
C=CCOc1cccc(/C=C2\C(=O)N(Cc3ccc(C)cc3)C(C)=C2C(=O)OC)c1	4.7	5	11	4	17	-13	20	-11

# Remaining list, next part
SMILES,MPTP inh,SENP7 inh,SENP8 inh,GRIN3A LBD mod,HKDC1 inhibitor,SENP6 block,PfGluPho inh,ATG4B inhibitor
Cc1ccc(Cn2nc(C)c(NC(=O)c3noc4c3CCCCC4)c2C)cc1,-1.7,4,9,1,-5,-2,6,-5
O=C(Nc1ccccc1F)c1ccc(CSc2ncccn2)cc1,-1.1,88*,6,1,-12,87*,-1,8
CCN(CC)S(=O)(=O)c1ccc2oc(C(=O)NCCN3CCOCC3)c(C)c2c1,-3.1,-3,2,58*,-6,-14,12,-4
O=C(CCNC(=O)c1ccc(Br)cc1)NC1CCCCCC1,1.0,-5,-5,-1,-4,-9,-6,-2
O=C(N/N=C/c1ccc(OC(=O)c2ccccc2Cl)cc1)c1ccc(O)cc1,1.0,4,10,25*,8,10,-2,0
CCCOC(=O)c1ccc(NC(=O)C(=O)NCC2CCCO2)cc1 (centres undefined),1.0,3,9,3,-9,-4,-4,-2
O=C(NC1CCN(Cc2ccccc2)CC1)c1c(F)cccc1F,-1.1,4,-3,-1,-9,-3,-6,35
CCN(c1ccccc1)S(=O)(=O)c1cccc(C(=O)N2CCN(S(=O)(=O)c3ccccc3)CC2)c1,1.1,-2,7,0,3,-16,7,-1
COc1ccc(-c2cc(-c3ccc(Cl)cc3)c(C#N)c(SCC(=O)O)n2)cc1,-1.1,11,-433,-4,5,13,-7,7
Cc1cc(C(=O)Nc2sccc2C(N)=O)c(C)o1,0.9,6,-64,-1,-3,14,22,-2
CCOC(=O)CNC(=O)C(CC(N)=O)NC(=O)OC(C)(C)C (centres undefined),1.8,6,4,-1,0,-21,-11,-5
COc1ccccc1N1CCN(C(=O)CCc2c[nH]c3ccccc23)CC1,-0.8,-6,10,2,-10,1,6,2
O=C(OC(C(=O)c1c[nH]c2ccccc12)c1ccccc1)c1cnccn1 (centres undefined),-0.8,1,4,2,-6,-4,-14,-6
COc1ccc(C(=O)Nc2ccc(S(=O)(=O)N3CCN(C)CC3)cc2)cc1,3.0,2,17,0,2,-29,11,-1
S=C(NCCCN1CCOCC1)NC1CCCC1,-0.2,1,8,0,-6,-3,14,-9
COCCNC(=O)[C@@H]1CCCN1C(=O)C1CCN(S(=O)(=O)c2ccc(C)cc2)CC1,0.4,1,10,0,-5,1,-3,3
CCOC(=O)N1CCN(S(=O)(=O)N2CCCC(C(=O)NCc3ccccc3Cl)C2)CC1 (centres undefined),-0.3,0,8,-2,0,3,-4,6
COc1ccc([C@H]2CC(=O)C=C(c3cccc(Cl)c3)C2)cc1,-1.6,-3,12,1,0,-6,4,-1
O=C(CCCn1cnc([N+](=O)[O-])n1)Nc1cc(Cl)ccc1O,2.4,-2,19,-1,10,-5,8,15
COc1ccccc1NC(C)=[N+](C)CCNS(=O)(=O)c1ccc(Cl)cc1,0.4,3,12,2,3,1,16,-3
O=C(/C=C/c1ccccc1)Nc1cccc(C(=O)NC2CC2)c1,-0.4,.,0,6,-2,.,14,-7
O=C(COc1cc2oc(=O)cc(-c3ccccc3)c2cc1Cl)NCC1CCC(C(=O)O)CC1 (centres undefined),0.1,16,-11,-4,-1,-5,-1,-12
NCCCCCC(=O)Nc1ccncc1,0.6,-7,20,-2,-7,-11,-2,2
O=C(NCc1ccccc1)C(c1ccco1)N(C(=O)c1cnccn1)c1ccc(F)cc1 (centres undefined),-3.3,-6,16,0,-1,-4,-12,18
Cn1ccc(NC(=O)Nc2cccc([N+](=O)[O-])c2)n1,4.2,3,8,-2,-1,4,-19,2
CC(=O)c1ccc(NC(=O)N[C@@H](CC(C)C)C(=O)O)cc1,-1.9,-10,15,3,4,-8,-14,-5
COc1cccc(OC)c1C(=O)Nc1ccc(Br)c(C(=O)c2ccccc2)c1,-1.9,-3,12,0,-4,-2,17,-12
CCOc1ccc(-c2c(C(=O)N/N=C(\C)c3ccco3)nnn2-c2nonc2N)cc1,-0.8,8,-20,-1,-8,0,-2,-5
COc1ccc(NC(=O)c2cc([N+](=O)[O-])ccc2N2CCCC2)cc1S(N)(=O)=O,-0.7,-4,28,4,1,-11,8,-8
CCN(CC)CCNC(=O)C1c2ccccc2C(=O)N(CCOC)C1c1ccc(F)cc1 (centres undefined),-0.9,1,18,0,-3,4,0,3

# The closing two entries of the section above come first, to join the parts:
SMILES,MPTP inh,SENP7 inh,SENP8 inh,GRIN3A LBD mod,HKDC1 inhibitor,SENP6 block,PfGluPho inh,ATG4B inhibitor
COc1ccc(NC(=O)c2cc([N+](=O)[O-])ccc2N2CCCC2)cc1S(N)(=O)=O,-0.7,-4,28,4,1,-11,8,-8
CCN(CC)CCNC(=O)C1c2ccccc2C(=O)N(CCOC)C1c1ccc(F)cc1 (centres undefined),-0.9,1,18,0,-3,4,0,3
O=C(c1cnn(-c2ccccc2)c1)c1cc(F)ccc1O,1.1,37,12,-2,1,26,3,13
Brc1cnc(N2CCCCC2)nc1N1CCOCC1,2.5,-1,15,2,9,2,1,-11
Cc1ccc(OC(=O)Nc2ccccc2)cc1,0.3,9,6,-3,5,-16,-12,-4
O=C(NC1CCN(c2ncccn2)CC1)c1ccccc1Cl,0.0,4,-16,4,-8,-7,-2,-6
CCCCCCCN1CCC(=O)N([C@H](CO)c2ccccc2)CC1,0.4,8,10,-2,0,-21,13,-4
O=[N+]([O-])c1ccc(/C=N/NC(=S)Nc2ccccc2C(F)(F)F)o1,2.8,5,25,-7,-5,-15,26,-2
Cc1noc(C(=O)Nc2c(C)nn(Cc3ccccc3)c2C)c1Cl,-2.4,-3,10,0,-3,-3,11,-6
O=C1CC(c2ccccc2Oc2cccc(Cl)c2)C(n2cncn2)C(=O)C1C1NCCc2ccccc21 (centres undefined),1.9,2,28,1,0,17,-8,-5
COc1ccccc1-c1noc2ncnc(Nc3cccc(C)c3)c12,0.2,4,-40,2,7,-8,11,-11
Nc1nc(SCC(=O)N2CCN(c3ccc(F)cc3)CC2)n[nH]1,0.1,-10,15,2,-3,0,12,-5
Cc1cc(-c2nnc(SCC(=O)Nc3ccccc3F)n2N)n[nH]1,-1.5,4,4,-3,-4,-17,-3,-1
CCOCCCNc1ncc2c(n1)CC(c1ccc(C)cc1)CC2=O (centres undefined),0.6,0,-2,1,-7,0,-2,4
CC(=O)NC(Cc1c[nH]c2ccccc12)C(=O)N/N=C/c1ccccc1 (centres undefined),0.3,6,14,1,3,-1,-4,0
CCc1cc(C(=O)N2CCCc3ccccc32)sc1C,0.2,4,3,0,-4,11,-3,9
COC(=O)c1c(S(C)(=O)=O)nc(-c2ccccc2)[nH]c1=O,-1.9,-5,-8,-4,11,-21,-20,2

# Screening results: PubChem, Sanford-Burnham Center for Chemical Genomics
